AI-2 QS mod = Vibrio harveyi AI-2 quorum sensing modulation; 0.4% of 300,000 active; activity change, % at 7.5 µM; Vibrio harveyi JMH597 AI-2 luminescence/OD600 ratio, 9 h; stronger effect = lower value; strain lacks LuxN and CqsS sensors; 0 = neutral-control median; AID 2094; in the data active = activity change below about -75%, passing the limit was not always enough; inconclusive = no clear call, values can overlap the other calls;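 note: luminescence divided by OD600 gain over 9 h not by final OD600 alone; inactives centre near 13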
HSF1 inh = HSF1 inhibition. NIH3T3-HGL HSE-luciferase, MG132-induced, luminescence 8 h; stronger effect = lower value. activity change, negative = inhibition, % at 7.5 µM (by protocol). 0.77% of 300,000 active. AID 2098;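 active = more than half of replicate wells show activity change below -50%, luminescence cut by over half; inconclusive = some wells, but at most half, below -50%; inactive = no replicate well below -50%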;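 note: luciferase reports HSF-1 transcriptional activity via heat shock element; 0% = median of DMSO wells and -100% = zero luminescence signal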
HDAC3 inh = inhibitors of human histone deacetylase 3 | O15379 | recombinant HDAC3, fluorogenic peptide/trypsin coupled, fluorescence | inhibition, % at 8.3 µM | 0.15% of 320,000 active | AID 2718; in the data active = inhibition above about 26%, passing the limit was not always enough; inconclusive = no clear call, values can overlap the other calls
Target sequence (O15379 whole entry, looked up): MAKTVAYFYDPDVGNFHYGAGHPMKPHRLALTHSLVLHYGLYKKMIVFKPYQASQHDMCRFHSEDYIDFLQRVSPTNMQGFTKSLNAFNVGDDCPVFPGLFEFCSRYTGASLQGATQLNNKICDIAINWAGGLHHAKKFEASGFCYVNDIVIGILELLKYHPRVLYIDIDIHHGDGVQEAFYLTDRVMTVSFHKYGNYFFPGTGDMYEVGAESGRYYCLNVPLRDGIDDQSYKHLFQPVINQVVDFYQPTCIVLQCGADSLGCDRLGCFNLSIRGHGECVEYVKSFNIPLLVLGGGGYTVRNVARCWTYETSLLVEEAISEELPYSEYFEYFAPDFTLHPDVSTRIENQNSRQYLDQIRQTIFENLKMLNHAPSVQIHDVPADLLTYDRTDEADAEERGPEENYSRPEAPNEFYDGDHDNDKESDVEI
KLF5 inh = inhibitors of KLF5 expression; DLD-1 KLF5 promoter-luciferase reporter, luminescence; inhibition, % at 5 µM; 0.23% of 290,000 active; AID 1700;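 active = inhibition above a per-plate limit of that plate's mean compound inhibition plus 3 SD, cut at about 60% in these data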;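 note: 0% = DMSO wells and 100% = LY294002 at 200 µM; higher means less KLF5 promoter-driven luciferase light; inactives centre near -14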
HSP90 inh = blocks HSP90-mediated luciferase refolding in reticulocyte lysate; Rabbit reticulocyte lysate, luciferase refolding luminescence, 3 h; inhibition, % at 5.6 µM; 0.91% of 290,000 active; AID 1789;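 active = inhibition above the screen-wide mean plus 3 SD, computed separately per campaign, cut at about 16% in these data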;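 note: 0% = DMSO wells and 100% = 60 µM geldanamycin wells; inhibitors lower the luminescence because luciferase stays unfolded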
HSF-1 act = increases HSF-1 driven luciferase reporter signal; 1.7% of 300,000 active; activation, % at 9 µM; AID 504408; NIH3T3-HGL HSF-1 luciferase reporter, MG132, 8 h; 100% = twice DMSO control signal;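 active = mean replicate activation of at least 50% with a set share of replicates each reaching 50%; inconclusive = only one of those two conditions met; inactive = mean below 50% and too few replicates reaching it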;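 note: 0% = median of the neutral control wells and 100% = twice that signal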
HIF act = HIF pathway transcriptional activation; U2OS HRE-luciferase reporter, luminescence; normalized: DMSO 0%, desferrioxamine 100%; activation, % at 7.5 µM (by protocol); 0.32% of 300,000 active; AID 1910;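 active = mean activation of at least 10% of the iron chelator positive control signal, with at least half of replicates also reaching 10%; inconclusive = mean and replicate majority disagree about reaching 10%; inactive = mean and most replicates under 10%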
Platelet DG rel = platelet dense granule release activity; human platelet-rich plasma, SFLLRN dense granule ATP release, luminescence; inhibition, %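 (compounds screened at 7.5 µM in platelet-rich plasma)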; 0.22% of 300,000 active; AID 1663;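 active = mean replicate score, as percent of positive control, at or above 50; inconclusive = mean below 50 but at least one replicate at or above 50; inactive = mean and every replicate below 50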
IEC-6 cytotox = IEC-6 cytotoxicity, counter-screen for KLF5 inhibitors | luminescence viability | inhibition, % at 5 µM | 0.78% of 290,000 active; in the data active = inhibition above about 22%;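 note: 0% = plate median of test compound wells and 100% = cytotoxic reference compound wells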
aSyn UTR inh = 5' untranslated region of α-synuclein, MLPCN primary screen | inhibition, % (tested at 7.5 µM) | 0.82% of 300,000 active | alpha-synuclein 5'UTR reporter, inhibitor activity; in the data active = inhibition above about 60%; inconclusive = no clear call, values can overlap the other calls;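 note: H4 neuroglioblastoma cells stably carrying SNCA 5'UTR luciferase fusion; 0% = DMSO wells and 100% = positive control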
* hit, by the source's call; ? = inconclusive; nt = not tested or not shown.

Sequence of screens: AI-2 QS mod | HSF1 inh | HDAC3 inh | KLF5 inh | HSP90 inh | HSF-1 act | HIF act | Platelet DG rel | IEC-6 cytotox | aSyn UTR inh
> CCCCOc1ccc2c(c1)/C(=C(\C(Cl)=C(Cl)Cl)[N+](=O)[O-])N2
→ 41 | -5 | -3 | -12 | 0 | 4 | -0.6 | 6 | 0 | 21
> CC1CC(C)CN(CCCNC(=O)c2ccc3c(c2)NC(=O)CS3)C1 (stereo unspecified)
→ 46 | 0 | -8 | -11 | -8 | 4 | -0.1 | -4 | 2 | -25
> COCCC(=O)N1CCC(Oc2ccc(C(=O)NCCn3cccn3)cc2)CC1
→ 14 | 2 | 6 | -27 | -2 | 16 | -0.4 | -4 | 5 | 1
> Cc1sc2ncnc(N3CCC(C(=O)Nc4ccccc4C(C)(C)C)CC3)c2c1C
→ 11 | -30 | 3 | nt | nt | -30 | 2.9 | 0 | nt | -4
> CCOC(=O)C1CCN(C(=O)COc2cccc(C)c2)CC1
→ 29 | -9 | 6 | 2 | 0 | -1 | -0.4 | -3 | 3 | 0
> COc1cccc(C(C(=O)NC2CCCCC2)N(C(=O)c2ccco2)c2ccccc2OC)c1 (stereo unspecified)
→ 8 | -3 | 11 | -5 | 3 | 1 | -0.1 | 9 | -3 | 20
> CCNS(=O)(=O)c1c(C)cc(C)c(N(C)S(=O)(=O)c2ccccc2)c1C
→ 10 | 1 | nt | -12 | -1 | 11 | -0.3 | 0 | 0 | 14
> O=C(CS(=O)(=O)c1ccccc1)N1CCCCCC1
→ 16 | 5 | 6 | -32 | -1 | 2 | 0.6 | -1 | 1 | -46
> Cn1c(=O)c2c(nc(CN3CCc4ccccc4C3)n2Cc2ccc(Cl)cc2)n(C)c1=O
→ 16 | -3 | 1 | -31 | 0 | 10 | -0.1 | 23 | -7 | -2
> Cc1ccc(-c2nn[nH]n2)cc1
→ 48 | 3 | 1 | -14 | 2 | ? | -1.2 | -1 | 2 | 2
> COC(=O)C(NC=O)C(O)(Cc1ccccc1)C(F)(F)F (stereo unspecified)
→ nt | nt | -2 | 11 | -6 | nt | nt | nt | 7 | nt
> COc1cnc(-c2ccccn2)nc1N(C)C
→ 21 | -6 | -5 | 4 | 0 | -15 | 78* | -1 | 20 | 99*
> NC(=O)c1ccccc1OCC(=O)c1ccc(Cl)cc1
→ 16 | 1 | -1 | -12 | -4 | 8 | 0.4 | 1 | 7 | 13
> Cc1ccc(NC(=O)CNC(=O)c2ccc(Br)o2)nc1
→ ? | -4 | 2 | nt | nt | 8 | 0.6 | 3 | nt | -12
> Cc1ccc(CNC(=O)CSc2nc(=O)n3cccc(C)c3n2)cc1
→ 12 | -2 | -3 | nt | nt | -5 | 0.0 | 17 | nt | 4
> Cc1nc2c(c(C)nn2-c2ccccc2)c(C)c1C
→ 12 | -3 | -10 | nt | nt | -9 | -0.1 | 22 | nt | -1
> CCNc1nc(NCC)n2c(SCC(=O)Nc3ccc(C)c(C)c3)nnc2n1
→ -4 | 3 | nt | nt | nt | 3 | -0.3 | 0 | nt | 5
> CCc1c(C(=O)N/N=C/c2cccs2)nnn1-c1nonc1N
→ 3 | -4 | 0 | -24 | -3 | 9 | 1.1 | -10 | 2 | -21
> CCOC(=O)C1=C(COC(=O)CSc2ccc(Br)cc2)NC(=O)NC1C (stereo unspecified)
→ 10 | 13 | 2 | nt | nt | 22 | -0.5 | -6 | nt | 5
> CCCn1c(NCc2cccc(OC)c2O)nc2ccccc21
→ 11 | 32 | 6 | -13 | -4 | 62* | 1.5 | -2 | 4 | -82
> CCOC(=O)C1CCN(c2nc(C)cc(C)c2C#N)CC1
→ 30 | 3 | -13 | -12 | 4 | 1 | 0.1 | 0 | -1 | 22
> CCNC(=O)N1CCCC(C(=O)c2ccc(OC)c(OC)c2)C1 (stereo unspecified)
→ 5 | 6 | -4 | -43 | 2 | -5 | 0.0 | -5 | -1 | 17
> CCOC(=O)CC(=O)CSCC(=O)Nc1ccc(C)cc1
→ 15 | 40 | 2 | -16 | 1 | 86* | 0.1 | 4 | 3 | 10
> Cc1cc(NN)nc(Cc2ccccc2)n1
→ -8 | -2 | 6 | -8 | -2 | 1 | -0.2 | -1 | 0 | 5
> Cc1ccc(NC(=O)CCC(=O)NNC(=O)COc2ccccc2)c(C)c1
→ 24 | 0 | -4 | -27 | -1 | -1 | -1.8 | -2 | -8 | 7
> Cc1ccc(S[C@@H](CCN2CC[C@H](NC(=O)OCc3ccccc3)CCC2=O)c2ccccc2)cc1
→ 35 | 14 | 14 | 2 | -4 | 0 | 0.7 | -1 | -4 | 0
> Cc1onc(-c2ccc3c(c2)OCO3)c1-c1ccc2[nH]ccc2c1
→ 6 | -6 | 17 | 3 | -3 | -18 | 1.2 | 2 | 14 | -23
> COc1ccc(-c2onc(C)c2-c2cnn(-c3ccccc3)c2)c(O)c1C
→ 18 | nt | 6 | -13 | 2 | nt | -0.1 | 3 | 1 | -2

A draw from above in order of length of the SMILES, lowest first:
Sequence of screens: AI-2 QS mod | HSF1 inh | HDAC3 inh | KLF5 inh | HSP90 inh | HSF-1 act | HIF act | Platelet DG rel | IEC-6 cytotox | aSyn UTR inh
> Cc1cc(NN)nc(Cc2ccccc2)n1
→ -8 | -2 | 6 | -8 | -2 | 1 | -0.2 | -1 | 0 | 5
> COc1cnc(-c2ccccn2)nc1N(C)C
→ 21 | -6 | -5 | 4 | 0 | -15 | 78* | -1 | 20 | 99*
> O=C(CS(=O)(=O)c1ccccc1)N1CCCCCC1
→ 16 | 5 | 6 | -32 | -1 | 2 | 0.6 | -1 | 1 | -46
> Cc1onc(-c2ccc3c(c2)OCO3)c1-c1ccc2[nH]ccc2c1
→ 6 | -6 | 17 | 3 | -3 | -18 | 1.2 | 2 | 14 | -23
> CCOC(=O)C1=C(COC(=O)CSc2ccc(Br)cc2)NC(=O)NC1C (stereo unspecified)
→ 10 | 13 | 2 | nt | nt | 22 | -0.5 | -6 | nt | 5
> Cc1sc2ncnc(N3CCC(C(=O)Nc4ccccc4C(C)(C)C)CC3)c2c1C
→ 11 | -30 | 3 | nt | nt | -30 | 2.9 | 0 | nt | -4

Rows are unselected; 5% or so of the library scored in one or more.
